# Yfh1-depleted yeast – enhancers of respiration in Yfh1-depleted yeast, dose response, Friedreich's ataxia, plus single-dose screen (AID 1465) | S. cerevisiae Yfh1-off respiration, WST-1 reduction, 72 h; higher fold induction means a stronger effect | 220,000 tested, 0.074% active | fold induction at 50 µM, or EC50 in µM where a hit was titrated;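 active = fold induction of absorbance versus untreated yeast above a set limit, then at least 30% activation at any dose in follow-up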;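 note: activators that raise dye reduction in frataxin-depleted yeast; strong numbers were not always called active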
# M17LAP inhibition – P. falciparum M17LAP inhibitors, primary screen, biochemical, fluorogenic H-Leu-NHMec substrate, 1536-well (AID 1619). Leucine aminopeptidase (Plasmodium falciparum (isolate 3D7)). recombinant M17LAP, H-Leu-NHMec fluorogenic kinetic assay; higher % means a stronger effect. 220,000 tested, 0.38% active. inhibition, % at 30 µM, or IC50 in µM where a hit was titrated;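 active = compound inhibiting the enzyme by more than half at any dose during confirmatory dose-response retesting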;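 note: plate controls were full reaction with DMSO carrier for no effect and no enzyme background for full effect; strong numbers were not always called active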
# Autophagy mod – autophagy modulators in MEF cells, primary screen, imaging, high-content, MEF GFP-LC3 | MEF GFP-LC3 puncta imaging; test concentration mostly 10 µM | calls only at 10 µM (by protocol) | 190,000 tested, 0.98% active;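 active = percentage of spot-positive cells more than 3 SD above its plate mean, without a fluorescence outlier flag or 80% toxicity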;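 note: spot-positive cell cutoff set from DMSO-treated cells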
# b-catenin transl – modulators of beta-catenin nuclear translocation, primary screen, imaging, HeLa cells, immunofluorescence, high-content | nuclear translocation activity, % at 5 µM | 190,000 tested, 0.3% active;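 active = nuclear translocation activity above 50% at 5 µM, with a well cell count of 50 or more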;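 note: per-cell ratio of nuclear to cytoplasmic median beta-catenin stain intensity; plate controls were DMSO negative control for no effect and GSK-3 inhibitor IX positive control for full effect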
#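 test system = HeLa cells, endogenous beta-catenin | dosing = single 5 µM dose plus 0.02–20 µM confirmation series | times = compound treatment 24 h, 37°C, 5% CO2 | technique = beta-catenin immunofluorescence imaging with DAPI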
# Dynein cargo inh – inhibitors of GR-EGFP nuclear translocation, primary screen, dynein cargo transport inhibitor project, imaging, high-content, 3617.4 mouse cells | test concentration mostly 20 µM; stimulated with dexamethasone, 1 µM; stronger effect = lower value | z-score, hits read low | 220,000 tested, 0.47% active | AID 1381, 2008;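 active = plate z-score of nuclear minus cytoplasmic receptor signal below a set negative limit, without overly bright fluorescence or cell loss, cut at about -3.5 in these data, passing the limit was not always enough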;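 note: z-score of nuclear minus cytoplasmic ring GR-EGFP intensity difference per well; some compounds called inactive have numbers as strong as hits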
#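 Buffer or medium: Induction medium lacking tetracycline, stripped serum | Also added: Dexamethasone agonist, 1.0 µM final, for 30 min | Timing: 48 h induction, 1 h compound, 30 min dex at 37 °C | Detection: Formaldehyde fixation, Hoechst nuclear stain, 10x automated fluorescence imaging | Measure: Nuclear versus cytoplasmic GR-EGFP signal, averaged per well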
# P. falciparum M1AAP – P. falciparum M1AAP inhibitors, biochemical, fluorogenic H-Leu-NHMec substrate, 1536-well (AID 1445); recombinant M1AAP, H-Leu-NHMec fluorogenic kinetic assay; higher % means a stronger effect; inhibition, % at 30 µM; hits with a dose series show IC50 in µM; 220,000 tested, 0.42% active;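 active = primary inhibition above the hit cutoff, then over 50% inhibition at one or more dose response concentrations, cut at about 23% in these data, passing the limit was not always enough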;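 note: plate controls were DMSO full reaction for no effect and no enzyme background for full effect; strong numbers were not always called active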
# WT yeast gro inh – growth inhibition of WT strain, primary screen, mitochondrial fusion inhibitor project, WT and mutant strains, chemical genetic. mitochondrial fusion phenotypic screen. inhibition, % at 10 µM. 190,000 tested, 2.1% active; in the data active = inhibition above about 58%; tested in S. cerevisiae
# T cell HTS – modulators of CD8 T cell-vesicle binding, primary screen, mouse 2C CD8+ T cells, flow cytometry. AID 2052, 2009. calls only at 7 µM. 330,000 tested, 0.068% active. 2C CD8+ T cell-vesicle binding; stronger effect = lower value;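 active = response, share of CD8 T cells binding vesicles, and their 90th percentile fluorescence all below set limits, cut at about 80% in these data, passing the limit was not always enough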
#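 Incubation: binding step 1.5 h, 37 °C, antibody labelling 20 min, ice; system: murine 2C transgenic CD8+ T lymphocytes; technique: cytometric PE anti-B7-1 and Alexa647 anti-CD8 signals after 1% paraformaldehyde fixation; also added: QL9-charged Drosophila Ld/ICAM-1/B7-1 vesicles; control set: naked versus QL9-loaded vesicles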
# MT stabilize HCS – microtubule stabilizers in HeLa cells, primary screen, imaging, high-content imaging. 200,000 tested, 0.83% active. % tubulin-high responders, % at 10 µM. HeLa tubulin immunostaining HCS, 24 h; share of cells brighter than vehicle mean+2SD;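 active = plate Z-score above 3 for both tubulin-high and condensed-nucleus cell shares, with cell loss under 80%, at 10 µM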;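 note: anti alpha tubulin signal scored within the nucleus-defined area of each cell; some results filed as inactive read as strong as hits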
# WT yeast gro inh mutant strain – further read-out of WT yeast gro inh, marked with its call; inhibition, %; mitochondrial fusion phenotypic screen, mutant strain inhibition
# Dynein cargo inh cytoplasmic EGFP – recorded beside Dynein cargo inh, whose call it bears; z-score; measured here: cytoplasmic GR-EGFP intensity; stronger effect = higher value
# Dynein cargo inh nuclear GR-EGFP – further read-out of Dynein cargo inh, marked with its call; z-score; measured here: nuclear GR-EGFP intensity;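 lower value marks the stronger effect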
# Dynein cargo inh cell count – second read-out of Dynein cargo inh, no call of its own (marks repeat the call); z-score; measured here: cell count per field
# b-catenin transl cell count 5 µM – second read-out of b-catenin transl, no call of its own (marks repeat the call); cell count; measured here: cell count, cytotoxicity flag
# T cell HTS vesicle-bound % – further read-out of T cell HTS, marked with its call; double positive events, %; measured here: CD8+ vesicle-bound cell fraction;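 binding gate set so that unloaded-vesicle control wells show 10% double positive cells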
# MT stabilize HCS Hoechst-high % – also measured in MT stabilize HCS; calls as there; % Hoechst-high responders; measured here: nuclear condensation Hoechst responders;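 share of cells brighter than vehicle mean plus two SD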
# MT stabilize HCS cytotoxicity % – further read-out of MT stabilize HCS, marked with its call; toxicity, %; measured here: cytotoxicity by cell density;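 0% = mean cell density of plate MIN control wells and 100% = no cells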
# Autophagy mod cell loss 18 h – also measured in Autophagy mod; calls as there; toxicity, %; measured here: cell loss, nuclei count;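 cell loss after 18 h compound exposure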
# * marks the source's active call; other numbers are inactive results; i = inactive; · = no result given.
SMILES,Yfh1-depleted yeast,M17LAP inhibition,Autophagy mod,Autophagy mod cell loss 18 h,b-catenin transl,b-catenin transl cell count 5 µM,Dynein cargo inh,Dynein cargo inh cytoplasmic EGFP,Dynein cargo inh nuclear GR-EGFP,Dynein cargo inh cell count,P. falciparum M1AAP,WT yeast gro inh,WT yeast gro inh mutant strain,T cell HTS,T cell HTS vesicle-bound %,MT stabilize HCS,MT stabilize HCS Hoechst-high %,MT stabilize HCS cytotoxicity %
Cc1ccsc1/C=N/NC(=O)c1ccc2c(c1)OCCO2,i,6%,·,·,-0.8,979,0.85,-0.22,0.31,0.48,5%,·,·,i,34,·,·,·
COc1ccc(C)cc1NS(=O)(=O)c1ccc(NC(=O)CN(c2cc([N+](=O)[O-])ccc2C)S(C)(=O)=O)cc1,i,12%,i,16,-2.0,966,0.52,-0.17,0.33,-0.019,-2%,15,19,i,16,2.6,1.9,4.5
CCCCOCCCNC(=O)c1c(-c2ccccc2)noc1C,i,2%,i,11,0.3,1205,0.48,-0.21,0.63,-1.2,-3%,2,-7,i,56,6.0,2.3,5.5
O=C1C(Cc2ccc(O)cc2)NC(=S)N1Cc1ccccc1 (stereo unspecified),i,10%,·,·,1.4,1321,1.2,0.0064,0.48,-2.5,2%,·,·,i,30,·,·,·
CC(=O)N1N=C(c2ccccc2OC(=O)/C=C/c2ccccc2)CC1c1ccccc1 (stereo unspecified),i,0%,·,·,4.1,1379,0.14,-0.7,-0.23,-0.35,0%,·,·,i,24,·,·,·
CCOc1ccc(C(=O)OCCCN(C)C)cc1,i,11%,i,-1,-1.1,1004,-0.52,0.17,-0.57,0.47,8%,-6,-14,i,16,4.9,2.8,3.8
[O-]C1=N/[N+](=C/c2ccccc2Cl)CC1,i,84%,i,-5,-4.6,1224,-0.34,-0.11,0.12,0.29,2%,10,12,i,27,1.3,1.0,7.1
N#Cc1cc(NC(=O)c2ccc(F)cc2)c(=O)n2c1[nH]c1ccccc12,i,5%,i,-11,-0.5,1079,-0.8,-0.017,-0.82,0.82,7%,-5,-11,i,47,3.9,1.7,3.3
O=C(CCC(=O)OCC(F)(F)C(F)F)Nc1ccccc1F,i,-1%,i,-1,0.6,1037,-0.68,-0.33,-0.2,0.54,1%,-4,14,i,47,1.0,1.0,9.8
O=C(c1ccccc1)N1CCN(C(=S)NCc2ccc3c(c2)OCO3)CC1,i,2%,i,-16,-1.2,892,-0.46,-0.3,-0.41,0.3,11%,-2,-16,i,64,3.5,2.4,5.9
O=S(=O)(NCc1ccccc1)c1ccc(S(=O)(=O)N2CCCCC2)cc1,i,-8%,i,38,-8.4,1215,-0.5,-0.19,-0.13,0.3,-4%,-29,-5,i,49,1.9,1.5,8.3
Cc1ccc(S(=O)(=O)N2CC(=O)Nc3ccccc32)cc1C,i,-2%,i,-2,-4.2,1007,-0.44,-0.054,-0.0028,-0.22,15%,3,5,i,28,2.3,2.2,10
CCCCNC(=O)CCn1c(=O)c2ccccc2n(Cc2ccccc2C)c1=O,i,-3%,i,0,-0.7,901,-1.2,-0.28,-0.9,1.4,1%,-19,-41,i,28,3.0,3.0,2.9
COc1ccc(C(=O)Nc2ccc(CN3CCS(=O)(=O)CC3)cc2)cc1,i,-4%,·,·,-2.3,1126,-0.42,-0.11,-0.29,0.48,1%,·,·,i,30,·,·,·
O=C(CSc1nnc(Cc2ccccc2)n1Cc1ccco1)NC1CCCC1,i,8%,i,-3,2.2,1470,-0.21,-0.29,0.11,0.76,3%,-2,-2,i,34,5.4,2.9,4.5
CN(C)C(=O)C1C2NC(=S)N(c3ccccc3)C1(C)Oc1ccccc12 (stereo unspecified),i,-2%,i,1,·,·,0.5,-0.13,0.4,-1.2,0%,-5,-1,i,48,3.8,3.3,6.2
Cc1sc2c(c1C)C(O)=C(C(=O)Nc1ccccc1)S(=O)(=O)N2C,i,5%,·,·,-1.0,1343,0.17,-0.26,-0.042,0.77,4%,·,·,i,15,·,·,·
COCCNC(=O)c1ccc(N(C)S(=O)(=O)c2ccc(OC)c(OC)c2)cc1,i,5%,i,-3,-3.2,1218,-0.045,-0.24,-0.22,-0.046,-2%,0,4,i,56,3.2,1.7,3.0
CCOc1ccc(C(=O)Nc2ccc(N3CCN(C)CC3)cc2)cc1[N+](=O)[O-],i,2%,i,1,-0.1,1542,0.15,-0.35,0.13,-0.68,4%,-8,0,i,66,1.7,1.8,12
Cc1ccccc1CNC(=O)CC1C(=O)NCCN1Cc1c(F)cccc1Cl (stereo unspecified),i,22%,i,-4,-1.0,1007,2.4,-0.047,1.3,-1.4,-2%,2,-10,i,61,1.9,1.4,0.5
C=CCn1c(CSc2nc3ccccc3s2)nnc1SCC(=O)NCc1cccnc1,i,14%,i,-13,-5.3,608,-0.3,-0.15,-0.066,0.26,5%,-5,9,i,48,3.4,2.4,6.2
CCN(CC)S(=O)(=O)c1ccc(/C=C/C(=O)OCC#N)cc1,i,-2%,i,-9,-0.5,1118,-1.3,-0.17,-1.1,0.62,6%,-5,0,i,41,3.0,1.7,3.4
O=C(NC1CCCCCC1)c1cccnc1Sc1ccccc1,i,-1%,i,0,-0.5,1160,-0.095,-0.28,-0.027,0.13,3%,-14,2,i,46,4.8,2.6,7.3
S=c1[nH]nc(-c2ccco2)n1Cc1ccccc1,i,-28%,i,-6,·,·,-0.92,-0.19,-0.47,-0.041,1%,15,7,i,54,2.5,1.7,6.3
C=CCn1c(C)csc1=Nc1ccccc1C,i,-3%,i,8,0.4,1085,0.77,-0.07,0.53,-0.65,1%,31,6,i,31,2.5,1.9,0.7
# The list goes on.
SMILES,Yfh1-depleted yeast,M17LAP inhibition,Autophagy mod,Autophagy mod cell loss 18 h,b-catenin transl,b-catenin transl cell count 5 µM,Dynein cargo inh,Dynein cargo inh cytoplasmic EGFP,Dynein cargo inh nuclear GR-EGFP,Dynein cargo inh cell count,P. falciparum M1AAP,WT yeast gro inh,WT yeast gro inh mutant strain,T cell HTS,T cell HTS vesicle-bound %,MT stabilize HCS,MT stabilize HCS Hoechst-high %,MT stabilize HCS cytotoxicity %
CCC(=O)N1CCc2cc(S(=O)(=O)CCC(=O)Nc3cccc(C)n3)ccc21,i,-4%,i,7,-0.4,1074,0.11,-0.11,0.76,-0.76,4%,14,-3,i,57,7.0,2.1,6.5
COc1cccc(N=Cc2ccc(O)cc2O)c1,i,-2%,i,-11,1.4,1176,-0.97,-0.021,-0.12,0.77,6%,-2,-9,i,43,3.7,3.2,6.5
CCCCOc1ccc([N+](=O)[O-])cc1C(=O)O,i,-1%,i,11,-4.5,1068,0.82,-0.3,1.2,-1,0%,-1,-5,i,56,4.7,1.6,24
COc1ccc(CNC(=O)COc2ccc(C(=O)c3ccc(F)cc3)cc2)cc1,i,-10%,i,-1,-0.7,964,-1.1,-0.026,-0.74,0.23,10%,4,12,i,41,2.5,3.4,6.2
Cc1csc(/N=C/c2ccc([N+](=O)[O-])cc2)n1,i,-14%,i,0,-0.6,986,-0.18,-0.22,-0.55,-0.19,7%,-4,-22,i,19,5.8,1.9,0.8
O=C(Nc1ccc(F)cc1F)NC1CCN(Cc2c(F)cccc2Cl)CC1,i,-3%,·,·,1.5,1322,-0.45,-0.26,-0.46,0.35,5%,·,·,i,30,·,·,·
Cc1ccc(-c2cc(C(=O)N/N=C/c3cccnc3)n[nH]2)o1,i,5%,i,5,·,·,-1,-0.29,-0.7,1.1,8%,-16,7,i,29,1.6,3.9,3.9
COC(=O)c1cc(NC(=O)c2ccccc2)c(=O)oc1/C=C/Nc1ccc(Oc2ccccc2)cc1,i,-5%,i,10,0.4,1090,-7.6,38,1.6,-1.1,4%,5,-11,·,·,2.7,1.9,9.1
CCCN=C(C)c1c(-c2ccccc2)[nH]n(-c2nc3ccccc3s2)c1=O,i,4%,i,-15,-1.3,1200,0.52,-0.3,0.21,0.009,1%,19,31,i,23,0.5,1.3,15
COc1cccc2cc(C(C)N(CCCN3CCOCC3)C(=S)Nc3ccc(C)c(C)c3)oc12 (stereo unspecified),i,4%,i,3,-3.3,1145,-0.7,-0.19,-0.26,-0.057,2%,26,17,i,23,3.8,1.5,3.9
O=C(N/C(=C\c1ccco1)C(=O)N1CCCC1)c1cccs1,i,18%,i,12,0.8,1045,-0.21,-0.2,-0.39,0.2,9%,-11,4,·,·,1.9,1.3,6.4
Cc1ccc(C(=O)NCC(=O)OCC(=O)Nc2ccc(Cl)cc2C(F)(F)F)cc1C,i,-5%,i,-2,-0.8,1000,-1.3,-0.31,-0.82,0.27,3%,-29,-10,i,53,4.0,4.3,7.7
COc1ccc(C/C(N)=N/OC(=O)Cc2ccccc2)cc1OC,i,-2%,i,-1,-2.0,1347,-0.018,-0.23,-0.16,0.22,0%,0,2,i,48,1.4,1.4,8.4
